From PubChem BioAssay
FID counter: compounds displacing fluorescent DNA intercalator, primary screen, artefact control for HCV NS3 helicase inhibitor project, biochemical, FID fluorescence; DNA fluorescent intercalator displacement; inhibition, % at 7.9 µM; hit rate 0.17% among 290,000; AID 1845, 2009; in the data active = inhibition above about 37%;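 note: 0% = vehicle and 100% = reference compound; higher means more ethidium bromide displaced from hairpin DNA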
NS3 helicase inh: inhibitors of HCV NS3 helicase, primary screen, biochemical, Cy5 molecular beacon fluorescence; Hepatitis C virus NS3 helicase; NS3 helicase DNA unwinding; inhibition, % at 10.9 µM; hit rate 0.56% among 290,000; AID 1800, 2009;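 active = inhibition above the mean of all tested compounds plus 3 SD, set per campaign, cut at about 35% in these data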;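 note: 0% = DMSO wells and 100% = thioflavine S control wells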
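Assay system: hepatitis C virus NS3 helicase domain fragment enzyme. Also added: annealed dual-labelled DNA beacon duplex, ATP-started. Timing: 1 h reaction at 25 °C, ATP-initiated. Technique: Cy5 fluorescence at 0 and 60 min, beacon hairpin quenching. Evaluation: % inhibition of unwinding. Replication: one well per compound.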
MEKK3 PB1 HTS: modulators of MEKK3-MEK5 PB1 binding, primary screen, biochemical, wildtype MEKK3, multiplex bead flow cytometry, Alexa488-MEK5. bead-based flow cytometry, Alexa488-MEK5 binding to MEKK3; actives lie on both sides; 0 = blocked by unlabeled MEK5, 100 = vehicle. binding response (% of control), % at 10 µM. AID 1529, 2009. hit rate 1.4% among 290,000;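 active = binding response more than 3 SD above or below the average of its plate-row segment, actives on both sides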;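 note: Alexa488 bead fluorescence after subtracting the streptavidin-only scavenger bead signal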
Target sequence (Q99759 whole entry, looked up): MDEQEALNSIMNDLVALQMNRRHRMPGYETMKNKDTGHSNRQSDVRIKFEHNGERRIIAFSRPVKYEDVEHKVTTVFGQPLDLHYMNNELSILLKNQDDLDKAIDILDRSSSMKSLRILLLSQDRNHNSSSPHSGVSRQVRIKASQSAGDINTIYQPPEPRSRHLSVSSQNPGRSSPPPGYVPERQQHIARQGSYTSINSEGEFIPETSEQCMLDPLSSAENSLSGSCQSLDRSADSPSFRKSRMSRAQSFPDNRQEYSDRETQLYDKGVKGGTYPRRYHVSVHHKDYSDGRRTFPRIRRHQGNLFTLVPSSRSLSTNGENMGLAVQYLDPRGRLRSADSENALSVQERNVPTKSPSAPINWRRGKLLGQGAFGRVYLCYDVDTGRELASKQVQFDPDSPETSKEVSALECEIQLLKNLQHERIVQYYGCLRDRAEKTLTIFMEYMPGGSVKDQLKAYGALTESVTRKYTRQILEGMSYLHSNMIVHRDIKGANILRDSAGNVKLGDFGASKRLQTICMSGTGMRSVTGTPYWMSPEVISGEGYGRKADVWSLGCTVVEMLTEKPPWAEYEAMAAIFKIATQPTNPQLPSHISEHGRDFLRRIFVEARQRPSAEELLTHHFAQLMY
CRFBP-R2 agonist: agonists of CRF-BP/CRF-R2 complex, primary screen, cell-based, HEK293, calcium dye fluorescence, uHTS. activation, % at 13.2 µM. CRF-binding protein / CRF receptor 2 complex (human). calcium dye fluorescence (FLIPR); percent of saturating CRF peptide response. hit rate 0.46% among 350,000. AID 588473, 2011;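 active = activation of at least 50%, plus an integration ratio under a set limit after plate pattern correction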;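 note: plate controls were neutral control wells without compound for no effect and CRF at EC100 for full effect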
UBC9 SUMO inh: inhibitors of in vitro SUMOylation cascade, primary screen, biochemical, HTRF, uHTS; SUMO-conjugating enzyme UBC9 (Homo sapiens), P63279; HTRF SUMOylation assay, SAE1/SAE2 + UBC9; inhibition, % at 35 µM; hit rate 0.36% among 290,000; in the data active = inhibition above about 50%, passing the limit was not always enough; note: strong numbers were not always called active
Target sequence (P63279 whole entry, looked up): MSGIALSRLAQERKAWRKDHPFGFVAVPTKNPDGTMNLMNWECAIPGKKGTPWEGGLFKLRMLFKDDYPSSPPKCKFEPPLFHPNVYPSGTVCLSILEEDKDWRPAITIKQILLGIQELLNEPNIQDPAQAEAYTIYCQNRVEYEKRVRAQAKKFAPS
MEKK2wt PB1 HTS: modulators of MEK5 binding to wildtype MEKK2, primary screen, biochemical, multiplex bead flow cytometry, Alexa488-MEK5; Mitogen-activated protein kinase kinase kinase 2 (Homo sapiens), Q9Y2U5; binding response (% of control), % at 10 µM; AID 1531, 2009; Alexa488-MEK5 binding to MEKK2 WT; actives lie on both sides; hit rate 1.1% among 290,000; in the data active = binding response below about 67% or above about 130%
MEKK2 mut-MEK5: MEK5 binding signal on mutant MEKK2 PB1, primary screen, biochemical, multiplex bead flow cytometry, Alexa488-MEK5; Alexa488-MEK5 binding to MEKK2 mutant; percent response, % at 10 µM; hit rate 0.35% among 290,000; AID 1530, 2009; in the data active = percent response above about 24%, passing the limit was not always enough; note: inactives centre near 1; some results filed as inactive read as strong as hits; reference of the scale not given here
GalR3 antag: GalR3 antagonists in HEK293 cells, primary screen, cell-based, fluorescence readout. Galanin receptor type 3 (Homo sapiens), O60755. HEK293 GalR3-CNG cAMP membrane potential fluorescence; galR3 body fused to GalR1 C-terminus. inhibition, % at 3 µM. hit rate 0.44% among 360,000. AID 651719, 2012;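 active = inhibition above the screen-wide average plus 3 SD, cut at about 13% in these data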;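 note: forskolin and galanin both at EC90 stimulate the cells; cAMP rise reported by CNG channel membrane potential dye signal; 0% = forskolin plus galanin with DMSO and 100% = forskolin alone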
Target sequence (O60755 1-299 limits assumed): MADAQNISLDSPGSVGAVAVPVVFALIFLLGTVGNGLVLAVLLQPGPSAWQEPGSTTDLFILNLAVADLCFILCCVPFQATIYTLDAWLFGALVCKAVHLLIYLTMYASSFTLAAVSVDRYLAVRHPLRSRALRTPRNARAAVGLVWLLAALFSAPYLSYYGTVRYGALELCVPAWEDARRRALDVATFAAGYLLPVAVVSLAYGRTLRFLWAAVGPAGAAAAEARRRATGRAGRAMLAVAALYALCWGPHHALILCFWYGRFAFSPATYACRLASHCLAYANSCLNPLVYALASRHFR
CRFBP-R2 block: antagonists of CRF-BP/CRF-R2 complex, primary screen, cell-based, HEK293, calcium dye fluorescence, uHTS; CRF-induced calcium fluorescence; inhibition, % at 11.8 µM; hit rate 0.59% among 350,000; AID 588475, 2011;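 active = inhibition of the ligand-induced calcium signal above about 50% at the single tested concentration, limit read from the data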
Starred values were filed as active, the others as inactive; · = no result given. Only part of the results is shown; rates above refer to the full screens.

nr	Molecule	FID counter	NS3 helicase inh	MEKK3 PB1 HTS	CRFBP-R2 agonist	UBC9 SUMO inh	MEKK2wt PB1 HTS	MEKK2 mut-MEK5	GalR3 antag	CRFBP-R2 block
1	Cc1cc(SCC(=O)Nc2ccccc2)nc(C)n1	-1	6	100	0.9	26	105	11	11	12
2	COc1ccc(N(C(=O)c2ccco2)C(C(=O)NC2CCCC2)c2cc(OC)c(OC)c(OC)c2)cc1 (stereo unspecified)	-38	-6	103	-0.5	-1	95	3	-3	-1
3	CCN(CCO)C(=O)CC1C(=O)NCCN1Cc1c(F)cccc1Cl (stereo unspecified)	-2	4	106	-0.6	4	106	3	-9	3
4	Cc1ccc2cc(C)c3nnc(SCc4ccc(C(=O)O)cc4)n3c2c1C	-40	9	127	24	-13	112	24	3	-39
5	CCOc1ccc(C(=O)SC2=NCCS2)cc1	5	-9	99	0.3	8	102	-1	-13	-4
6	Nc1ccc(-c2nnc(-c3ccc(-c4ccccc4)cc3)o2)cc1	-1	-1	99	-1.6	43	97	1	-7	8
7	COc1ccc(N2CCN(C(=O)CCCn3c(=O)[nH]c4ccsc4c3=O)CC2)cc1	-8	2	109	-0.1	9	107	0	0	-5
8	O=C1NCN(CCO)CN1	-2	8	104	-0.4	-4	102	-5	-8	4
9	O=C(CN1Cc2ccccc2C1=O)Nc1ccc2c(c1)OCCO2	-5	19	99	0.1	12	100	-6	3	0
10	CSc1cccc(-n2ccc(=O)c(C)c2C)c1	-8	10	107	-0.7	18	108	11	-8	6
11	O=C(COC(=O)/C=C/c1cccc(Cl)c1)NCCc1ccccc1	-13	-13	99	-0.9	18	100	-1	-3	-13
12	O=C(O)CSCCn1cccn1	0	0	97	-0.5	8	100	0	-5	16
13	O=C1c2ccccc2NC(c2ccccn2)N1c1ccccc1F (stereo unspecified)	-2	-9	112	-1.5	9	103	4	-7	0
14	CCOC(=O)CSc1nnc(C2CCCCC2)n1C	-4	3	112	1.1	18	114	2	2	-3
15	Cc1ccc(C)c(OCC(=O)NNC(=O)c2ccc(NC(=O)C3CC3)cc2)c1	-28	-1	99	1.8	5	100	-3	0	10
16	C=CCSc1nc2c(cnn2-c2ccc(C)c(C)c2)c(=O)[nH]1	1	1	108	0.1	4	110	9	1	-16
17	CCOC(=O)c1ccc(S(=O)(=O)N2CCN(C)CC2)cc1	5	5	99	-3.0	25	77	3	-4	5
18	O=C(Nc1ccccc1)OC1CC2CC1C1CCCC21 (stereo unspecified)	-9	-9	105	5.4	-1	107	1	-1	-11
19	Cc1cccc(C)c1OCC(=O)Nc1nnc(C2CCCO2)s1 (stereo unspecified)	-20	2	105	0.1	4	111	4	-11	-3
20	N#CC(C(=O)NC1CC1)c1nc2ccccc2nc1N1CCCC1 (stereo unspecified)	0	-1	98	-0.2	96	97	1	-3	-22
21	CC(C)(C)n1nnnc1C(c1ccc(C(F)(F)F)cc1)N(Cc1ccccc1)Cc1ccco1 (stereo unspecified)	-8	9	·	4.9	-16	·	·	-3	0
22	COC(=O)C1=C(C(=O)OC)[C@@H]2N(C)c3ccccc3[C@@]23C[C@@H](CO)N(C(=O)c2cccs2)C3=N1	·	·	98	0.6	·	103	2	-7	0
23	O=S(=O)(Nc1cccnc1)c1ccc(C2CCCCC2)cc1	-24	-4	102	-1.4	0	104	-1	-7	-9
24	Cc1nc2ccccc2c(=O)n1CCc1ccccc1	-14	10	100	-5.9	-2	98	2	-11	-11
25	S=C(NCc1ccco1)Nc1ccc(N2CCOCC2)cc1	-5	7	99	11	30	99	-2	8	-12
26	CCOCC(=O)Nc1c(C(=O)OCC)oc2ccccc12	-3	0	93	-1.6	-3	96	-2	-6	4
27	CC(=O)c1ccc(N2CCN(S(=O)(=O)c3cc(-c4cc(C)no4)ccc3C(C)C)CC2)cc1	-37	-15	96	0.5	-26	92	-1	2	-2
28	CCN(CC)S(=O)(=O)c1ccc(NC(=O)c2cnc(C)cn2)cc1	-17	3	102	-2.2	0	104	6	-6	15
29	O=C(N/N=C/c1ccc(OCc2ccc(F)cc2)cc1)c1ccccc1	-1	-1	92	2.9	1	89	-11	-5	3
30	O=C(Nc1cccnc1)c1ccccc1Cl	1	-11	98	-0.3	-14	103	0	-9	8

Part of the list above, with two lines to a compound.
Each structure is followed by: FID counter	NS3 helicase inh	MEKK3 PB1 HTS	CRFBP-R2 agonist	UBC9 SUMO inh	MEKK2wt PB1 HTS	MEKK2 mut-MEK5	GalR3 antag	CRFBP-R2 block
6) Nc1ccc(-c2nnc(-c3ccc(-c4ccccc4)cc3)o2)cc1
→ -1	-1	99	-1.6	43	97	1	-7	8
7) COc1ccc(N2CCN(C(=O)CCCn3c(=O)[nH]c4ccsc4c3=O)CC2)cc1
→ -8	2	109	-0.1	9	107	0	0	-5
8) O=C1NCN(CCO)CN1
→ -2	8	104	-0.4	-4	102	-5	-8	4
9) O=C(CN1Cc2ccccc2C1=O)Nc1ccc2c(c1)OCCO2
→ -5	19	99	0.1	12	100	-6	3	0

(listing goes on)
nr	Molecule	FID counter	NS3 helicase inh	MEKK3 PB1 HTS	CRFBP-R2 agonist	UBC9 SUMO inh	MEKK2wt PB1 HTS	MEKK2 mut-MEK5	GalR3 antag	CRFBP-R2 block
31	O=C(Nc1ccc(C(=O)O)cc1)/C(=C\c1ccccc1)NC(=O)c1ccc(Br)cc1	-47	10	98	0.2	6	94	-2	-1	-12
32	O=C(O)CC1(CC(=O)Nc2ccccc2C(=O)c2ccccc2)CCCC1	-25	14	104	-2.5	20	104	6	-4	-4
33	CSc1nc(C)c(CCOC(=O)c2cccc(Cl)c2)c(=O)[nH]1	-3	-3	90	-0.2	5	93	0	-2	9
34	Cc1ccc(C(=O)Nc2ccccc2NC(=O)c2ccc(C)o2)o1	-5	2	96	-0.2	-7	99	-1	2	6
35	COC(=O)c1cc(CNC(=O)c2cccc(Cl)c2Cl)ccc1OC	-6	0	105	·	4	107	-1	-4	·
36	Cn1c(NC(=O)Cc2ccc(F)cc2)cc(=O)n(C)c1=O	-4	0	97	-1.7	-2	107	1	0	21
37	O=C(O)c1cn(CCOc2ccccc2Cl)c2ccccc12	-21	13	91	0.0	8	81	-13	-5	1
38	Cc1ccc(N(C(=O)c2snc(C(N)=O)c2N)C(C(=O)NC2CCCC2)c2ccc(C)o2)cc1 (stereo unspecified)	-34	5	101	0.5	3	93	-3	-11	-17
39	O=C(NCc1nc2ccccc2[nH]1)C1=C[C@H](c2ccc(C(F)(F)F)cc2)C[C@H](OCc2ccc(CO)cc2)O1	-9	-17	97	-0.4	-30	107	4	-6	0
40	CC(C)N(c1ccccc1)c1ccc(NC(=O)C2CCCO2)cc1 (stereo unspecified)	-12	-3	96	0.5	16	100	-4	-8	1
41	Cc1cc(C)n(C(=O)CN2C(=O)COc3ccccc32)n1	-8	-2	105	0.2	2	105	6	-3	12
42	NC(=O)N1CC(O)CC1C(=O)Nc1ccc(Cl)c(Cl)c1 (stereo unspecified)	-3	-1	94	-0.3	·	97	-2	2	5
43	CCn1c(=Nc2ccc(N3CCOCC3)cc2)ccc2ccccc21	17	26	98	-1.4	-4	100	-2	-2	5
44	C=CCn1c(=NC(=O)CN2C(=O)CCC2=O)sc2cccc(OC)c21	-21	16	104	3.7	4	107	6	·	-26
45	O=C1N2CN(C(c3ccccc3)c3ccccc3)CN=C2SC1(CO)CO	0	-4	107	-0.9	5	114	1	-4	-13
46	CC(=O)[C@@H]1[C@@H]2C(=O)N(c3ccc(F)c(Cl)c3)C(=O)[C@@H]2C2c3ccccc3C=CN21 (stereo partly specified)	-16	7	100	·	35	94	-7	-3	·
47	Cc1cccc(NNC(=O)C(=O)NNc2cccc(C)c2)c1	-7	-6	101	-7.0	10	102	2	-6	13
48	CCCCNC(=O)Nc1nc2ccccc2s1	-5	-1	99	-0.9	2	97	0	-1	-4
49	CC(/C=C/c1ccc2c(c1)OCO2)=N/NC(=O)CNc1ccc(C)cc1	-7	-1	98	0.8	·	95	0	-10	-22
50	C/C(=N\OC(=O)NC1CCCCC1)c1sc(-c2ccccc2)nc1C	-24	-3	97	0.4	-18	94	-2	-6	-8
51	Cc1ccc(N2C(=S)NC3c4cc(Cl)ccc4OC2(C)C3C(=O)N(C)C)cc1 (stereo unspecified)	-19	-8	103	0.3	-14	101	2	-10	-15
52	NC(=O)c1ccccc1OCc1cccc2ccccc12	-24	-22	104	-0.7	13	105	5	-11	-2
53	COc1ccc(NC(=O)COC(=O)Cc2ccc(-c3ccccc3)cc2)c(OC)c1	-21	-24	104	0.1	-20	107	11	-1	7
54	COC(=O)C1C(O)=C(C=Nc2ccccc2)C(=O)CC1(C)C (stereo unspecified)	-7	-1	95	0.0	23	90	-1	-8	-1
55	O=[N+]([O-])c1ccc2ccn(C3OCC(O)C(O)C3O)c2c1 (stereo unspecified)	-2	14	95	0.9	4	97	-4	-3	-5
56	CCOC(=O)N/N=C/c1ccc(F)cc1F	-3	5	103	0.5	16	107	-1	-4	0
57	O=c1nc2n(c3sc4c(c13)CCCC4)C(CBr)CS2 (stereo unspecified)	-2	6	96	0.1	15	99	-8	2	-3
58	COc1ccc(C2CC(c3cc(Br)ccc3F)n3nnnc3N2)cc1 (stereo unspecified)	-25	-13	102	0.8	-7	101	0	-2	-10
59	CCS(=O)(=O)c1nc(S(=O)(=O)c2ccc(C)cc2)c(NCc2ccccn2)s1	-8	0	99	1.6	4	104	-1	-9	-13
60	Cn1cccc1/C=C1\CCc2ccccc2C1=O	-19	3	99	-1.1	11	98	-3	-5	0
61	c1ccc(C(CN2CCOCC2)c2ccccc2)cc1	4	-2	81	-0.9	-4	90	-3	1	29
62	CC(=O)N1c2ccc(S(=O)(=O)NCC3CCC(C(=O)NC4CCC(C)CC4)CC3)cc2CC1C (stereo unspecified)	-61	13	100	-0.7	3	99	0	-8	4
63	CC1CN=C(N(Cc2ccccc2)C(=O)Nc2ccccc2)S1 (stereo unspecified)	-1	-5	108	5.0	3	106	4	0	-1
64	CC1(C)CC(=O)C(C=Nc2cc(C(=O)c3ccccc3)ccc2N)=C(O)C1	-15	15	105	8.5	-2	98	0	-4	-29
65	COc1ccc(C2=NN(CC(=O)Nc3ccccc3C)C(=O)CC2)cc1	-11	4	92	0.1	10	88	-1	-2	7
66	CCOc1cc(C(=O)NCCOC)ccc1OC	3	1	109	-0.3	3	105	10	0	-1
67	CS(=O)(=O)c1cnc(-c2ccccc2)nc1Oc1ccc(F)cc1	-5	3	85	-1.9	0	94	-15	2	-19
68	Cc1ccc(NC(=O)[C@@H](CC(C)C)NC(=O)[C@@H]2Cc3ccccc3CN2)cc1	5	-24	102	-1.1	3	111	6	-9	-8
69	COc1cc2c(cc1OC)CN(CC(=O)Nc1ccc(S(=O)(=O)N(C)C)cc1)CC2	-12	-10	93	-0.6	16	95	-3	0	7
